# NPY-Y1 PAM-ag: human NPY-Y1 potentiation or agonism, primary screen. hit rate 0.37% among 220,000. NPY-Y1 expressing cells, potentiator/agonist activation. P25929. AID 1304. activation, % at 3.6 µM; in the data active means activation above about 33%, passing the limit was not always enough;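 further: cells stimulated with NPY at EC10 then isoproterenol at EC100; 0% = low agonist plus stimulus and 100% = saturating agonist plus stimulus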
# Target sequence (P25929 whole entry, looked up): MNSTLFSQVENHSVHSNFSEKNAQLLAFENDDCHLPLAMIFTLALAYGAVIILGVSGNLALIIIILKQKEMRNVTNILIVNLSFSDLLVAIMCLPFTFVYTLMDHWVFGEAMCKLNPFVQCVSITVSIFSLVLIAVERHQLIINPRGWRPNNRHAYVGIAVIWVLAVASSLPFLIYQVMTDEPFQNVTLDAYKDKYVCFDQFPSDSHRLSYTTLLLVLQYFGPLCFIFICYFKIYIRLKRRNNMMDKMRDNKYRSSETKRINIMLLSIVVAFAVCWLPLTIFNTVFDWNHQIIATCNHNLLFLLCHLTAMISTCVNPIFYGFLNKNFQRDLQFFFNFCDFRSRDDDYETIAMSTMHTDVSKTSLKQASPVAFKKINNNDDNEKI
# RBBP9 inhibitor: inhibitors of human serine hydrolase RBBP9; hit rate 0.2% among 220,000; inhibition, % at 7.94 µM; O75884; recombinant RBBP9, FP-Rh probe fluorescence polarization;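 active means inhibition above the campaign mean of all tested compounds plus 3 SD, cut at about 14% in these data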;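 further: plate controls were DMSO wells with RBBP9 for no effect and wells lacking RBBP9 protein for full effect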
#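 System: RBBP9 protein / Buffer or medium: Tris/NaCl buffer pH 8.0 with 0.1% Pluronic / Probe or stimulus: Serine-hydrolase probe FP-Rh, 375 nM pre-mixing / Dosing: 7.94 µM single dose, 0.794% DMSO / Times: enzyme-compound preincubation 30 min, then probe labeling 45 min, 25 °C / Technique: fluorescence polarization (mP), excitation 525 nm, emission 598 nm / Replication: singlicate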
# S1P4 antagonist: human S1P4 receptor antagonism; O95977; S1P4-expressing cells, antagonist mode, reporter read-out; inhibition, % at 4.98 µM; hit rate 0.26% among 220,000; in the data active means inhibition above about 29%;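 further: 0% = wells stimulated with agonist and 100% = vehicle wells without agonist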
# BaF3 parental: counter-screen for JAK2V617F inhibitors: parental Ba/F3 viability inhibitors. inhibition, % at 5.6 µM. CellTiter-Glo ATP luminescence. hit rate 1.1% among 220,000;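 active means inhibition above a per-campaign cutoff, the mean inhibition of all tested compounds plus 3 SD, cut at about 27% in these data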;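 further: 0% = DMSO wells and 100% = JAK Inhibitor I control wells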
# NPY2 pot ag: potentiates or activates human NPY-Y2 receptor. P49146. cells expressing NPY-Y2, potentiator/agonist read-out. activation, % at 3.6 µM. hit rate 0.45% among 220,000; in the data active means activation above about 27%;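 further: cells stimulated with NPY near EC25 plus isoproterenol at EC100; 0% = vehicle plus submaximal agonist and 100% = vehicle plus saturating agonist; some results beyond the cut were filed as inactive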
# S1P4 ag: agonists of human S1P4 receptor; O95977; S1P4-expressing cell line, agonist reporter assay; activation, % at 4.98 µM; hit rate 0.35% among 220,000; AID 1509; in the data active means activation above about 11%;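 further: 0% = DMSO vehicle and 100% = reference agonist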
# Runt-CBFb FRET: inhibitors of human RUNX1 Runt domain binding to CBFb | Q01196+Q13951 | Cerulean-Runt/Venus-CBFb FRET ratio 530/480, 1 h | inhibition, % at 20 µM | hit rate 0.46% among 220,000 | AID 1496;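 active means inhibition over about 50% at 20 µM in the single-dose screen, limit read from the data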;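 further: 0% = DMSO wells and 100% = excess unlabeled CBFb competitor control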
# Target sequence (Q01196 whole entry, looked up, the tested form may be a part): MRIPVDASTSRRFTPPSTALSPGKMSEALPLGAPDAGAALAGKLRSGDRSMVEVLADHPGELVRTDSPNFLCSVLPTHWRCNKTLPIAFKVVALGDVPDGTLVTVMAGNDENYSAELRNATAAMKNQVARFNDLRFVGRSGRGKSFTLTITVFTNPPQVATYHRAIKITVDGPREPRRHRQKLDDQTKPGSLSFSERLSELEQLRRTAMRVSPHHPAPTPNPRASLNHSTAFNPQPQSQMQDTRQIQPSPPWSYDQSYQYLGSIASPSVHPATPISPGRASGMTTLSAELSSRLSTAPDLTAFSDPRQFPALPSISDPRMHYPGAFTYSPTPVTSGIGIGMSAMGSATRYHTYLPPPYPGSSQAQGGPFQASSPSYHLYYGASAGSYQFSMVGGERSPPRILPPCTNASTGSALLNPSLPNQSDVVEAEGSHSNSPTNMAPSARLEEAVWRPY
# Target sequence (Q13951 whole entry, looked up, the tested form may be a part): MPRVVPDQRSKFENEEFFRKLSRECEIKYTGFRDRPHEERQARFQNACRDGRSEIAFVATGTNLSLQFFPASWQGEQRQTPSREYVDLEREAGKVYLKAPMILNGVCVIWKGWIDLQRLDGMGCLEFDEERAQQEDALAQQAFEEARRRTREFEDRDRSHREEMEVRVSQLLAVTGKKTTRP
#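 Assay system: Cerulean-Runt domain / Medium: Tris 50 mM pH 7.5, KCl, K2SO4, 0.01% BSA / Timing: protein complex preformed 1 h, compound exposure 1 h, room temperature, dark / Measured by: FRET, excitation 422 nm, emission at 530 and 480 nm / Evaluation: loss of energy transfer signal / Control set: 5 µM unlabeled CBFb as full-inhibition high control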
# NPY Y1 blocker: blocks the human neuropeptide Y Y1 receptor; P25929; HEK293-CNG Y1 cells, membrane potential fluorescence; NPY at EC95, then isoproterenol; inhibition, % at 3.6 µM; hit rate 1% among 200,000;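 active means inhibition above the campaign mean inhibition of all tested compounds plus 3 SD, cut at about 20% in these data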;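 further: 0% = DMSO wells given NPY plus isoproterenol and 100% = isoproterenol alone without NPY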
#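 Material: HEK293 Y1/CNG channel cell line; also added: NPY (25 nM), isoproterenol (1 µM), Ro 20-1724 (25 µM); doses: one concentration, 3.6 µM, in 0.4% DMSO; schedule: compound incubation 1 h at room temperature, readout 45 min post-stimulation; technique: membrane potential fluorescence; measure: fluorescence ratio normalized to % inhibition between controls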
# Ba/F3 V617F tox: lowers viability of Ba/F3 cells expressing EpoR and JAK2V617F; ATP luminescence; inhibition, % at 5.6 µM; hit rate 1.1% among 220,000;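 active means inhibition above the campaign mean plus 3 SD over all tested compounds, cut at about 24% in these data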;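 further: cytokine-independent growth of Ba/F3 cells driven by EpoR plus mutant JAK2; 0% = DMSO-treated cells and 100% = JAK inhibitor I control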
# * marks the source's active call; other numbers are inactive results; . = not tested or not shown. This is a random part of the collection. Share with any hit: about 3.6%.
SMILES,NPY-Y1 PAM-ag,RBBP9 inhibitor,S1P4 antagonist,BaF3 parental,NPY2 pot ag,S1P4 ag,Runt-CBFb FRET,NPY Y1 blocker,Ba/F3 V617F tox
COc1cccc(N2C(=O)CC(N3CCN(C(=O)c4ccco4)CC3)C2=O)c1 (configuration not stated),-9,-6,5,4,-10,-0.5,1,3,-1
COc1ccc(C(=O)C/C(=C\C(=O)c2ccc(C)cc2)c2ccccc2)cc1,-1,-4,5,3,-11,0.5,0,10,-2
Cc1cc(C)cc(NC(=O)COC(=O)c2cc(=O)[nH]c(=O)[nH]2)c1,13,-7,-25,4,0,0.2,-1,0,3
CC(C)(C)c1ccc(C(=O)Nc2ccc(F)cc2)s1,-27,-13,-17,2,-10,1.7,2,.,4
CC(C(=O)Nc1ncccn1)(c1ccccc1)c1ccccc1,27,-3,-2,3,15,0.0,3,0,-3
COc1ccccc1NC(=O)C1=C(C)NC(=O)NC1c1ccccc1F (configuration not stated),17,-5,9,-1,2,-2.1,-1,4,1
Cc1cc(C)cc(OCc2ccc(C(=O)N3N=C(C(F)F)CC3(O)C(F)F)o2)c1 (configuration not stated),14,-8,8,1,-2,-1.0,-3,2,-2
O=C(Nc1ccc2c(c1)OCO2)c1ccc2c(c1)OCO2,-9,-11,-15,8,1,-0.2,-2,-1,1
CC(=O)N(C1=C(O)c2ccccc2C(=O)C1=O)C1CCCCC1,-10,-5,-10,10,-22,1.3,.,-8,8
O=C1NC(c2ccccc2)(C(F)(F)F)C(=O)N1Cc1cccnc1 (configuration not stated),10,-4,-12,-1,11,-0.4,1,-7,-3
CCOc1ccc(/C(O)=C2/C(=O)C(=O)N(CCOCCO)C2c2ccc(F)cc2)cc1 (configuration not stated),3,-5,-10,7,3,2.5,-3,-3,0
CC(=O)C1=C(O)CCC1=N,5,-2,-16,1,9,1.6,0,-2,-4
Cc1c(NC(=O)c2cnn3c(C(F)(F)F)cc(-c4ccco4)nc23)c(=O)n(-c2ccccc2)n1C,-21,-5,11,-2,9,-1.3,0,4,-5
N=C1/C(=C\c2ccc(-c3ccc(C(=O)O)cc3)o2)C(=O)N=C2SC=C(c3ccccc3)N12,5,-8,-18,3,-29,2.5,-13,.,-2
CCCC(=O)C1=C(N2CCCCC2)CC(C)(C)C(C(=O)OC)C1=O (configuration not stated),-1,-5,3,8,0,0.3,-3,5,0
COc1ccc(C2(C(=O)N3CCOCC3)CCCC2)cc1,15,-4,-5,-2,1,0.8,0,-3,-3
CCN(CC)c1ccc(NC(=O)c2c(OC)cccc2OC)c(C)c1,-21,-12,0,0,8,-1.7,20,1,-3
COc1ccc(Cn2nc(C)cc2C)cc1OC,28,-6,-13,3,-4,1.2,0,2,0
COc1ccc(/C=C2\CCc3ccccc3C2=O)cc1Cn1nc(C)cc1C,9,2,-20,4,-10,2.5,-3,8,-3
CCn1c(C(=O)O)c(CC(=O)NC2CCCCCC2)c2ccccc21,-2,-2,-2,0,0,1.8,1,7,-5
Fc1ccccc1COc1ccccc1CNCc1ccncc1,-19,-3,-12,3,1,0.7,0,7,-2
CCN(CC)C(=O)C1CCN(S(=O)(=O)c2cccc3nonc23)CC1,-12,7,-5,3,4,-1.9,1,5,-3
Cn1cc(Br)c(C(=O)NNC(=O)c2ccc(Cl)cc2)n1,-6,1,-27,7,2,-0.2,1,-5,-2
CCNc1nc(NC(C)C)nc(Nn2cnnc2)n1,-7,-2,3,5,2,-1.1,0,4,2
COc1ccc(C(=O)NNC(=O)c2ccc(S(=O)(=O)N3CCCCC3)cc2)cc1,11,-9,-13,6,7,1.6,-2,6,1
Nc1ccc(C(=O)Nc2ccco2)cc1,-20,-17,-7,1,-8,1.3,-2,5,0
Cc1ccc(-c2c[n+](Cc3ccc(Cl)c(Cl)c3)c3n2CCC3)cc1,0,-6,-23,73*,-7,0.4,1,8,78*
Nc1ncc(Br)cc1S(=O)(=O)NCCC(=O)N1CCN(c2ncccn2)CC1,1,-4,-19,5,3,-0.2,-3,0,1
CC(=O)NN1C(=O)/C(=C\c2ccc(Br)o2)SC1=S,11,-6,9,3,8,-2.0,28,-6,-3
O=C(CSc1n[nH]c(=O)[nH]c1=O)Nc1ccc2c(c1)C(=O)c1ccccc1C2=O,-21,-8,4,3,3,-0.4,0,.,-1
Cc1ccc(C(C(=O)NC2CCCCC2)N2CCOCC2)cc1 (configuration not stated),-19,0,-8,2,6,1.1,1,0,3
N#CCCN(CCC#N)c1nncs1,-5,-9,-13,2,5,-0.3,1,2,3
Cc1no[n+]([O-])c1COc1ccc(/C=N/n2nnnc2N)cc1,2,4,20,-1,-4,0.2,-2,15,-4
O=[N+]([O-])c1cccc(S(=O)(=O)Nc2nc3ccccc3nc2Nc2cccc(S(=O)(=O)N3CCCCC3)c2)c1,5,-8,-14,2,3,-1.2,-11,0,16
CCCCCCCCCCCNC(=O)c1ccoc1C,-12,4,-4,1,0,0.5,3,4,-5
Cn1c(CN2CCOCC2)nnc1SCC(=O)NC1CCCCC1,-26,-7,-4,1,-13,-1.6,1,-5,-1
CC(CO)(CO)NCc1ccc(-c2ccccc2)cc1,-41,-4,-7,7,-19,0.0,2,12,7
Cc1nc2nc(-c3ccc(Cl)cc3)nn2c(C)c1Cl,18,-6,-17,3,1,1.8,2,4,1
CCOc1ccc(N/C=C/C(=O)c2ccc3ccccc3c2)c([N+](=O)[O-])c1,13,2,-9,-3,6,0.0,-4,1,-3
O=C(COc1ccccc1Cl)OCC(=O)N1CCN(S(=O)(=O)c2ccccc2)CC1,-4,-5,-7,1,16,-0.9,0,8,-5
CCN(CC)c1ccc(NC(=O)C2=CCN(S(=O)(=O)c3ccc(F)cc3)CC2)c(C)c1,12,-7,1,0,11,0.6,6,-1,-3
Cc1cc2cc(CNS(=O)(=O)c3ccc4ccccc4c3)ccc2n1C,-6,0,-7,8,6,2.5,2,7,0
CC(Cc1n[nH]c(=S)o1)c1ccccc1 (configuration not stated),-17,-3,-1,-5,-7,-0.3,3,8,0
COc1ccc2nc(NC(=O)CSc3nc4cccnc4n3C)sc2c1,1,-1,-32,1,2,-4.3,-3,11,-1
CC(C)Oc1nc(-c2ccccc2O)nc2ccccc12,-14,-3,-12,-1,-1,-0.1,-3,-1,-5
O=C(CSCc1nc2ccccc2[nH]1)N1CCN(c2cccc(Cl)c2)CC1,-8,-1,10,5,-17,-1.1,-2,21*,-4
CCOc1ccc2c(c1)C(c1cccs1)=NNC(c1cccnc1)=N2,-7,1,-18,7,1,1.7,2,5,-2
O=C(CCN1C(=O)c2ccccc2C1=O)C1=NN[C@@H]2C(=O)N(c3ccc4c(c3)OCCO4)C(=O)[C@H]12,10,-6,-2,2,0,0.3,1,.,4
O=C(O)c1ccc2c(c1)C(=O)N(c1cccc(-c3nc4ccccc4s3)c1)C2=O,11,-4,-11,3,2,0.4,1,9,-1
COc1ccc(/C=C/C(=O)NC(=S)NNC(=O)c2ccco2)cc1OC,5,4,-7,-7,-16,-0.2,2,.,-1
CCCc1cc(=O)[nH]c(SCC(=O)N2CCN(c3ccccc3)CC2)n1,-28,-4,7,7,-2,0.5,0,1,1
CCOCCCNC(=O)c1ccccc1OC1CCN(S(C)(=O)=O)CC1,12,-2,9,4,3,-0.5,-2,4,-3
O=C1CC(Sc2ccc(Cl)cc2)C(=O)N1Cc1ccncc1 (configuration not stated),18,-9,-6,-5,14,0.5,2,.,-2
O=C(N1CCN(c2ccccc2)CC1)C1(c2cccs2)CCOCC1,-3,-5,-3,1,3,-0.1,0,-2,0
Cc1nc2c(C(=O)NCc3cccs3)cnn2c(C)c1Cc1ccc(F)cc1,-40,-13,-17,8,-5,1.2,-4,1,6
FC(F)(F)c1cnc(C(c2ccccc2)c2ncn[nH]2)c(Cl)c1 (configuration not stated),-8,-2,7,3,0,0.0,2,-3,0
O=C(/C=C/c1ccc(Cl)cc1)Nc1ccccc1N1CCOCC1,-4,0,-17,3,0,0.5,-3,-1,-3
CCCCN(C(=O)CSc1nnc(-c2ccc(OC)cc2)n1C(C)C)c1c(N)n(Cc2ccccc2)c(=O)[nH]c1=O,10,-8,2,6,14,-1.0,-3,13,1
O=C(c1ccc2c(c1)OCO2)n1nnc2ccccc21,-2,-11,-9,0,-2,0.9,2,-5,-2
Cc1ccc(NC(=O)/C=C/c2cccc(C(F)(F)F)c2)cc1,-16,-1,-2,1,-11,0.4,0,-1,-3

# New compounds follow:
SMILES,NPY-Y1 PAM-ag,RBBP9 inhibitor,S1P4 antagonist,BaF3 parental,NPY2 pot ag,S1P4 ag,Runt-CBFb FRET,NPY Y1 blocker,Ba/F3 V617F tox
Cc1ccc(OCC(=O)N2CCN(C(=O)c3ccc([N+](=O)[O-])cc3)CC2)cc1,-20,-6,9,8,4,-1.9,.,3,3
CCSC1=N/C(=C\c2ccccc2)C(=O)N1,-2,3,-9,8,7,-0.9,5,-1,-3
CCCCC(=O)Nc1ccc(NC(=O)c2ccc3c(c2)OCO3)cc1OC,-12,1,0,6,1,-3.8,-2,-3,2
CCCS(=O)(=O)c1c(S(=O)(=O)CCC)c2c(C)cccn2c1C(=O)N/N=C/c1cc(O)cc(O)c1,8,0,7,-3,23,0.4,25,-6,0
COc1ccc(C2C(C#N)=C(N)Oc3n[nH]c(C)c32)cc1Cn1nnc2ccccc21 (configuration not stated),-21,-2,1,2,-1,0.1,1,-1,0
NS(=O)(=O)c1ccc(Nc2ncccc2[N+](=O)[O-])cc1,1,-13,7,5,-2,0.2,-2,5,4
O=c1[nH]c(CSc2nnc(COc3ccccc3)n2-c2ccccc2)nc2ccccc12,-17,5,-9,9,-7,4.4,6,4,4
O=C(Nc1ccc(-c2nnn(CC(=O)N3CCN(C(=O)c4ccco4)CC3)n2)cc1)c1ccc(F)cc1,-3,-7,-7,8,-6,0.1,1,0,1
CCN1CCN(C(=O)Cn2ncc3c2-c2ccccc2OC3)CC1,-3,-8,3,7,1,-0.9,1,0,1
CC(C)Oc1ccc(C(CC(=O)O)NC(=O)CSc2ncn[nH]2)cc1 (configuration not stated),-6,-6,-32,5,1,-0.6,0,6,-3
CCOC(=O)c1cc2c(=O)[nH]ccc2nc1C,7,-5,-9,0,3,-0.1,-1,5,-1
Cc1ccc(S(=O)(=O)n2c([N+](=O)[O-])cnc2C)c(C)c1C,-19,-4,2,3,-4,2.3,0,3,0
COc1ccc(CCNC(=O)c2c(O)c3c([nH]c2=O)CCCC3)cc1OC,0,2,-5,2,-13,-0.6,.,4,-3
Cc1nc(-c2ccc(C(=O)N3CCCC3)cc2)cs1,12,-3,4,3,4,-0.6,-2,3,-1

# Compound activity deposited in PubChem by several laboratories.
